Screening results (PubChem)
NCOA1 inh: SRC1 coactivator transcriptional activity inhibitors, primary screen, cell-based, luminescence; Nuclear receptor coactivator 1 (Homo sapiens), Q15788; HEK293 GAL4-SRC1 luciferase reporter; inhibition, % at 3.6 µM; actives 0.12% (n = 360,000); AID 588354, 2011;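 active means inhibition above the campaign mean plus 3 SD, with each screening campaign given its own cutoff, cut at about 60% in these data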;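 further: 0% = DMSO treated cells and 100% = gossypol at 36 µM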
NOD2-RIPK2 inh: NOD2-RIPK2 binding disruptors in cells, primary screen, fluorescence, CHO cells, BLA complementation | actives 0.38% (n = 360,000) | CCF4 ratio | inhibition, % at 4.98 µM | Receptor-interacting serine/threonine-protein kinase 2 (Homo sapiens), O43353; in the data active means inhibition above about 21%;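 further: 0% = vehicle only and 100% = reference blocker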
TROY NFkB inh: inhibitors of TROY-driven NF-kB signaling, primary screen, Q293 LMP1-TROYcd cells, NF-kB luciferase, uHTS. Q293 LMP1-TROYcd NF-kB luciferase reporter, 4 h. inhibition, % at 10 µM. actives 0.98% (n = 360,000). AID 1347056, 2019;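 active means compounds whose plate-normalised and pattern-corrected inhibition of the luciferase reporter signal at the single screening dose is 50% or more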
Vif imaging: HIV Vif self-association inhibitors, primary screen, imaging, HEK293T, single point; HEK293T cells, Vif self-association by quenched fluorescence, 24 h; inhibition, % at 7.49 µM; actives 0.35% (n = 340,000); in the data active means inhibition above about 50%, passing the limit was not always enough; inconclusive means no clear call, values can overlap the other calls; inactive means below about 31%; further: some results filed as inactive read as strong as hits
SRC2 inh: inhibition of GAL4-SRC2 driven luciferase reporter, primary screen, SRC2 inhibitor project, cell-based, luminescence; Nuclear receptor coactivator 2 (Homo sapiens), Q15596; HEK293 GAL4-SRC2 luciferase reporter; inhibition, % at 9 µM; actives 0.17% (n = 370,000);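 active means inhibition above the mean inhibition of all tested compounds plus 3 SD, set per campaign, cut at about 52% in these data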;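 further: 0% = DMSO treated cells and 100% = cells given Gossypol at 36 µM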
C8 TRAIL sens: viability loss with TRAIL in NB7+C8 cells, primary screen, TRAIL sensitizer project, cell-based, ATPlite luminescence | inhibition (viability loss, TRAIL sensitization), % at 10 µM | actives 1% (n = 360,000);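 active means compounds causing at least 50% loss of cell viability in the single-dose screen, relative to plate controls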
COUP-TFII inh: NR2F2 transcriptional activity inhibitors, primary screen, cell-based, luciferase reporter, HEK293T, luminescence; actives 0.7% (n = 370,000); AID 686940, 2013; inhibition, % at 8.6 µM; HEK293T NGFI-A luciferase reporter;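 active means inhibition above a per-plate cutoff, mean inhibition of test wells between control levels plus 3 SD, cut at about 38% in these data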;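 further: cells cotransfected with COUP-TFII expression vector driving the NGFI-A reporter; 0% = median of COUP-TF2 test wells and 100% = reporter-only cells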
Target sequence (P24468 whole entry, looked up): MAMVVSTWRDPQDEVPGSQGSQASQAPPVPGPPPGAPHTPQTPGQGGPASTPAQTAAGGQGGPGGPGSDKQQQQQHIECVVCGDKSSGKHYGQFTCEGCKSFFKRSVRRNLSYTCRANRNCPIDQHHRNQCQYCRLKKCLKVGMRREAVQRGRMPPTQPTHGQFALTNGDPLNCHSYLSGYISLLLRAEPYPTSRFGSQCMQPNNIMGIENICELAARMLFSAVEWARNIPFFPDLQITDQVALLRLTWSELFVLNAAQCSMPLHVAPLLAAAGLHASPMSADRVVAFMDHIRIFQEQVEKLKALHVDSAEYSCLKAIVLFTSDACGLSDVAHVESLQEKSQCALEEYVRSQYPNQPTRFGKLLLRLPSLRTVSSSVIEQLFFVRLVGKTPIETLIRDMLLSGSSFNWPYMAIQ
LMP1 NFkB inh: EBV LMP1-driven NF-kappaB luciferase reporter inhibitors, primary screen, cell-based, luminescence, single point. actives 0.69% (n = 350,000). LMP1-induced NF-kappaB luciferase reporter cells. AID 504558, 2011. inhibition, % at 12.5 µM; in the data active means inhibition above about 41%; inconclusive means no clear call, values can overlap the other calls;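 further: 0% = neutral control wells and 100% = reference inhibitor control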
SRC3 inh: SRC3 coactivator transcriptional activity inhibitors, primary screen, cell-based, luminescence. Nuclear receptor coactivator 3 (Homo sapiens), Q9Y6Q9. actives 0.17% (n = 360,000). HEK293 GAL4-SRC3 luciferase reporter. AID 588352, 2011. inhibition, % at 3.6 µM;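 active means inhibition above a per-campaign cutoff, the mean of all compounds plus 3 SD, cut at about 60% in these data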;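 further: 0% = DMSO-treated cells and 100% = gossypol-treated cells at 36 µM; higher means less SRC3-driven luciferase light from the GAL4 reporter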
LRH-1 inv ag: LRH-1 (NR5A2) inverse agonists, primary screen, cell-based, luminescence, HEK293T, StAR-luciferase reporter | LRH-1 transfected, 24 h | inhibition, % at 3.6 µM | actives 0.13% (n = 360,000) | AID 602396, 2012;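 active means inhibition above the mean inhibition of all tested compounds plus 3 SD, cut at about 73% in these data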;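 further: 0% = DMSO wells and 100% = reporter-only cells lacking LRH-1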
Target sequence (O00482 whole entry, looked up): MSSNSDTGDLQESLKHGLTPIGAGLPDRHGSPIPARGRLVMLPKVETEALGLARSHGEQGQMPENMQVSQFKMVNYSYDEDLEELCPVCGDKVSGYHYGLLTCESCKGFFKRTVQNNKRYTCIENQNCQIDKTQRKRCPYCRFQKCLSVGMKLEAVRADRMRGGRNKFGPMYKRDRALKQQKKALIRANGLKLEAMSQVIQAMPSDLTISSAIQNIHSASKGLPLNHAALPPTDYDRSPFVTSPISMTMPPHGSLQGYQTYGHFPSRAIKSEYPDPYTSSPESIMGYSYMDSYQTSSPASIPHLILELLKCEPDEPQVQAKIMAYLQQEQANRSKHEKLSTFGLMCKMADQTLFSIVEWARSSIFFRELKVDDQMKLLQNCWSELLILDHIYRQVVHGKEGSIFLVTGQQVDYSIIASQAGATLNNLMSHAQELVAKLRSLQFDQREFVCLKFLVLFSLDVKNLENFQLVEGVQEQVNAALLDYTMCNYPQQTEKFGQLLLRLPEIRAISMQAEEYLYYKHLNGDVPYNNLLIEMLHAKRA
TLR9-MyD88 inh: inhibitors of TLR9-MyD88 association in cells, primary screen, cell-based, CHO, BLA complementation, fluorescence | CCF4 FRET ratio | inhibition, % at 4.98 µM | Toll-like receptor 9 (Homo sapiens) + Myeloid differentiation primary response protein … | actives 0.21% (n = 340,000);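 active means inhibition above the mean over all tested compounds plus 3 SD, cut at about 21% in these data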;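 further: 0% = DMSO only wells and 100% = clavulanate BLA inhibitor control wells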
The depositor's hits bear a star; ? = inconclusive; · = no result given.

SMILES	NCOA1 inh	NOD2-RIPK2 inh	TROY NFkB inh	Vif imaging	SRC2 inh	C8 TRAIL sens	COUP-TFII inh	LMP1 NFkB inh	SRC3 inh	LRH-1 inv ag	TLR9-MyD88 inh
COc1ccc(-n2nc3c(N4CCC(C(=O)N5CCC(C)CC5)CC4)nnc(C)c3c2C)cc1	5	8	-1	-24	-3	1	6	-2	12	-3	3
Nc1nc(SCC(=O)NC2CCCCC2)[nH]c(=O)c1-c1ccccc1	0	4	8	4	0	-15	-3	2	10	-8	8
CCn1nc(C)c(CN2CCN(Cc3cccc(OC)c3)C(CCO)C2)c1C (stereo not drawn)	-4	6	2	-4	-21	4	-6	-16	9	-7	-10
COc1ccc(-c2c[n+]3c4n2CCCCC4=C(c2ccc(Br)cc2)C3)cc1	-6	-4	8	-3	7	27	18	4	-22	20	0
COc1cccc(CNc2ncnc3ccc(-c4c(C)noc4C)cc23)c1	35	1	30	-3	-1	10	-49	?	38	21	5
COc1ccccc1-c1sc2cc3c(cc2c1C#Cc1ccccn1)OCO3	-7	-8	-27	-5	-13	-7	11	-9	-29	21	-11
CCn1c(CCNC(=O)c2cccs2)nnc1SCC(=O)c1ccc(OC)cc1	4	-2	28	·	2	1	-4	6	-9	2	5
O=C1c2ccc(Oc3cccc([N+](=O)[O-])c3)cc2C(=O)N1c1ccccn1	2	-2	28	6	-2	-4	4	-7	3	-7	-9
COC(=O)Oc1c(Br)c(=O)oc2ccccc12	-7	-11	-10	6	·	-3	·	-7	-10	-2	-23
CN(C)CCn1c(=O)n(C2CCCCC2)c(=O)c2c3c(sc21)CCCCC3	-17	-2	5	-1	-1	8	22	-7	29	-14	-6
CC(C)C[C@H](NC(=O)c1[nH]cnc1C(=O)N[C@@H](C)C(=O)OCc1ccccc1)C(=O)OC(C)(C)C	-1	-4	-5	-4	7	8	8	3	21	-28	-14
CCCCn1c(=O)[nH]c2nc3cc(NC(C)=O)ccc3nc2c1=O	7	4	-4	-1	5	2	11	-2	18	-5	-5
Cc1ccc(S(=O)(=O)N2C[C@H]3C(=O)C[C@@H](c4ccc(Cl)cc4)N(S(=O)(=O)c4ccc(C)cc4)[C@H]3C[C@H]2c2ccccc2)cc1	5	-1	13	·	10	2	1	·	3	-4	·
COc1ccc(NC(=O)C(c2cc3c(cc2[N+](=O)[O-])OCO3)N(C)c2ccccc2)cc1 (stereo not drawn)	3	9	-31	-2	-10	2	9	2	0	-16	0
COc1ccc(NC(C)=O)cc1NC(=O)CSc1nnc(-c2ccccc2)n1N	6	-8	4	-2	9	22	2	6	0	-10	-14
COc1cccc(CNc2nc3cc(-c4cscc4C)sc3c(=O)n2C)c1	-3	-6	-11	-9	-5	13	31	·	-12	2	·
CCOc1ccc(CCNC(=O)COC(=O)c2cccnc2SC)cc1OCC	-3	-8	16	11	-18	1	6	3	6	-7	-5
Cc1nc2sccn2c(=O)c1S(=O)(=O)N1CCN(c2cccc(Cl)c2)CC1	-5	8	-6	8	-10	-1	-11	-1	-26	13	6
CN(C(=O)CSc1nnc(Cc2ccccc2F)n1N)C1CCS(=O)(=O)C1 (stereo not drawn)	-4	-3	12	1	-1	1	5	-4	-17	-4	15
N#CC1=C(SCC(=O)NC2CC2)NC(=O)C(C#N)C12CCCCC2 (stereo not drawn)	15	6	-20	-11	-24	-10	17	-2	2	-24	-4
COc1ccc(NCc2cccnc2)cc1	-28	0	-5	-1	-40	-12	21	0	-14	-7	-12
CC(=O)N1N=C(c2ccc3ccccc3c2)OC12CCCC2	15	-2	16	-3	12	-6	-2	10	17	-4	5
O=C(CNC(=O)c1ccc(Br)cc1)c1ccc(Br)cc1	4	-1	-26	26	12	0	-12	7	-7	7	7
O=C(O)C1Oc2cc3ccccc3cc2O1	7	-1	4	·	-25	-6	21	-4	3	2	1
O=C(Cc1ccccc1[N+](=O)[O-])NCC1(c2cccc3c2OCO3)OCCO1	-5	-5	-7	-6	-6	-9	1	46*	-2	-4	0

(further entries)
SMILES	NCOA1 inh	NOD2-RIPK2 inh	TROY NFkB inh	Vif imaging	SRC2 inh	C8 TRAIL sens	COUP-TFII inh	LMP1 NFkB inh	SRC3 inh	LRH-1 inv ag	TLR9-MyD88 inh
CC(=O)n1cc([C@H]2C=C(C(=O)N3CCOCC3)O[C@@H](OCCCCO)C2)c2ccccc21	-2	-12	-1	16	14	-1	-14	-4	10	5	-1
COc1ccc(C(=O)NC(=S)Nc2cccc(S(=O)(=O)N3CCOCC3)c2)cc1	-12	5	9	-3	-10	-35	-20	-5	8	-10	2
Cc1ccc(C(=O)Cn2nnc(-c3ccccc3-n3cnnn3)n2)cc1	-8	-8	-1	5	7	-7	9	11	0	10	-5
Cc1ccc2c(c1)C1(OCCCO1)C(=O)N2CC#N	-21	-8	10	7	-27	-14	0	0	-8	-2	1
COc1ccc2nc(NC(=O)Cn3cnc4c(=O)n(C)c(=O)n(C)c43)sc2c1	-14	-4	3	3	-22	14	2	6	-4	-16	-4
COc1ccc(C(=O)Nc2ccc3c(c2)C(=O)N(C)C3=O)cc1OC	8	2	-39	0	·	10	·	-1	-18	7	7
O=C1CCSC2=C1SCc1sccc12	·	-11	-3	·	-2	-9	1	·	·	-9	·
Cc1cc(NC(=O)c2cnn3cccnc23)n(-c2ccccc2)n1	1	-2	-8	-8	-12	9	6	-7	12	31	11
C=CCc1cc(/C=N\NC(=O)CSc2nnc(CCCc3ccc(OC)c(C)c3)o2)cc(OC)c1O	-22	-10	12	-7	5	-2	9	8	8	9	-6
CC(N)c1csc(Nc2ncccn2)n1 (stereo not drawn)	-6	-5	-15	-4	7	-9	11	·	8	-2	·
C#CCN1C(=O)C(O)(CC(=O)/C=C/c2ccco2)c2ccccc21 (stereo not drawn)	3	-11	7	0	15	-6	10	-4	5	0	0
COc1cc(C)nc2nc(SCc3ccccc3)nn12	-19	-8	-36	-12	-24	-2	-14	-2	3	3	-11
CC(CN1c2ccccc2Sc2ccccc21)N(C)C (stereo not drawn)	4	-1	-12	-3	9	-2	13	6	6	-9	-4
Cc1ccc(-c2nn(-c3ccccc3)cc2/C=N/n2c(-c3cccs3)n[nH]c2=S)cc1	-18	-8	-34	-4	-14	-9	-15	·	-21	-19	·
Nc1ccc(Br)c2cccnc12	-3	-2	9	1	-5	4	0	4	23	45	-7
Cc1ccc(NC(=S)NNC(=S)NCc2ccccc2)cc1	-9	7	-68	16	-7	-1	-6	-9	3	-4	0
COc1ccc(/C=C/C(=O)c2ccc(O)cc2)cc1	-17	-8	-50	19	-84	0	-40	17	-13	-8	4
CC(OC(=O)c1ccc2ncsc2c1)C(=O)Nc1cccc(Cl)c1 (stereo not drawn)	-3	3	20	3	6	0	4	29	9	-17	5
CC1CN(C(=O)/C=C/c2ccc(SC(F)F)cc2)CC(C)O1 (stereo not drawn)	17	0	8	-5	-18	-5	9	-9	-7	-8	7
CC(C)OC(=O)c1ccc(NCc2cc(O)ccc2O)cc1Cl	-59	0	26	55*	42	79*	-13	72*	-32	-18	-12
NC(=O)C1CCN(C(=O)C(=O)c2cn(CC(=O)N3CCCC3)c3ccccc23)CC1	-8	1	-2	-4	1	-7	-16	29	0	7	-1
CCOC(=O)C1(C)CCCN(C(=O)COc2ccccc2)C1 (stereo not drawn)	-7	1	-4	8	19	-3	-7	·	-10	-5	·
CNC(=O)CSc1nnc(-c2ccc3c(c2)OCO3)n1C	-15	1	-38	2	6	2	13	-9	-6	-8	6
CCOc1ccc(C(=O)Oc2cc(C)[nH]c(=O)c2[N+](=O)[O-])cc1	-6	-14	-17	3	-10	-8	-1	-10	15	5	-10
CC1=C(C(=O)Nc2ccccc2)C(c2ccco2)n2ncnc2N1 (stereo not drawn)	-79	1	2	29	1	-6	10	-3	-18	-19	-4

Of the compounds above, these have a cyano group.
SMILES	NCOA1 inh	NOD2-RIPK2 inh	TROY NFkB inh	Vif imaging	SRC2 inh	C8 TRAIL sens	COUP-TFII inh	LMP1 NFkB inh	SRC3 inh	LRH-1 inv ag	TLR9-MyD88 inh
N#CC1=C(SCC(=O)NC2CC2)NC(=O)C(C#N)C12CCCCC2 (stereo not drawn)	15	6	-20	-11	-24	-10	17	-2	2	-24	-4
Cc1ccc2c(c1)C1(OCCCO1)C(=O)N2CC#N	-21	-8	10	7	-27	-14	0	0	-8	-2	1

(more compounds)
SMILES	NCOA1 inh	NOD2-RIPK2 inh	TROY NFkB inh	Vif imaging	SRC2 inh	C8 TRAIL sens	COUP-TFII inh	LMP1 NFkB inh	SRC3 inh	LRH-1 inv ag	TLR9-MyD88 inh
CCCOC(=O)c1ccc(NC(=O)CCOc2ccccc2)cc1	-7	6	-17	-13	-22	3	-10	1	-17	39	-3
Cc1cc(-c2ccccc2)c(C#N)c(=S)[nH]1	4	-9	-5	6	14	-14	18	0	-2	7	-3
C=CCNC(=O)C1CC(=O)N(c2ccc(OCC(=O)Nc3ccc(OC)cc3)cc2)C1 (stereo not drawn)	-26	-4	1	-7	3	-2	-4	1	16	-9	-6
N/C(CCS(=O)(=O)c1ccc(Cl)cc1)=N\OC(=O)c1ccc(Cl)cc1	-13	2	1	0	-3	74*	-7	8	13	10	-6
CC(C)=CCn1c2ccc(NC(=O)NCc3ccc(F)cc3)cc2c(=O)n1C	11	-1	-9	-1	0	3	2	·	3	10	·
CCOC(=O)[C@]12CCCC=C1N(Cc1ccc3c(c1)OCO3)C(=O)[C@H](CC(=O)NCCCCc1ccccc1)C2	·	-9	10	·	15	14	-1	·	·	-25	·
COc1ccc(CCNC(=O)C(C)OC(=O)c2ccco2)cc1OC (stereo not drawn)	-41	-1	0	1	-28	-9	-10	-7	-5	17	5
O=C(CN1C(=O)CC(c2ccccc2)=Nc2ccccc21)NCc1ccccc1	-2	-9	-7	2	-33	-12	-1	-2	2	0	2
O=[N+]([O-])c1ccc2[nH]c(O)c(N=Nc3ccc(F)cc3)c2c1	-1	0	-49	-12	-39	-4	-11	-17	5	8	3
COc1ccc(CCNC(=O)CNS(=O)(=O)c2ccc(Cl)cc2)cc1	6	-8	-8	-7	7	-12	-15	·	16	-12	·
CC1CN=C(NC(=O)c2cccc([N+](=O)[O-])c2)S1 (stereo not drawn)	-93	-8	8	16	-83	22	-35	-10	-121	-146	-3
OCC[C@@H]1C[C@@H](O)[C@H](O)[C@]2(CCCc3ccccc3O2)O1	-9	-5	-16	1	8	-17	-8	-4	3	2	2
COc1ccc2c(c1)C(=O)CC(c1ccccc1F)O2 (stereo not drawn)	-20	-3	-67	-5	-35	6	3	-12	-11	-37	4
Cc1ccc(CS(=O)(=O)Cc2ccc(C(=O)NCCc3ccccc3)o2)cc1	-7	-21	-17	-1	-6	-8	11	-1	14	4	1

Some of the compounds tested; the hit share may differ from the screen's.
